TLR4 MyD88 comp: blocks binding of human TLR4 to MyD88. HeLa CL3-4 TLR4/MyD88 BLA complementation, FRET ratio. inhibition, % at 8.4 µM. 200,000 compounds, 0.18% hits. AID 861; in the data active = inhibition above about 25%;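 note: 0% = vehicle and 100% = reference inhibitor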
SRC2 TRFRET art: flags TR-FRET format artefacts in PPARgamma SRC-2 recruitment agonist screen | TR-FRET ratio at 8 µM | AID 1049 | TR-FRET artefact counter-screen; stronger effect = higher value | 200,000 compounds, 0.4% hits; in the data active = TR-FRET ratio above about 2000; note: inactives centre near 1500
PPARg SRC3 recr: agonists of human PPARgamma SRC-3 coactivator recruitment; AID 731; 200,000 compounds, 0.26% hits; activation, % at 8 µM; biochemical PPARgamma/SRC-3 coactivator recruitment assay; in the data active = activation above about 23%;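 note: 0% = DMSO and 100% = reference agonist; some compounds past the cut are filed as inactive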
STAT3 blocker: inhibitors of IL-6 induced STAT3 signaling | U3A cells, IL-6 STAT3-luciferase reporter, luminescence; host cell line lacks STAT1 | inhibition, % at 5.5 µM | 190,000 compounds, 0.89% hits | AID 862;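 active = inhibition above the mean inhibition across all screened compounds plus 3 SD, cut at about 44% in these data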;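 note: 0% = DMSO only wells and 100% = 100 µM nifuroxazide control wells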
S1P3 antagonist: blocks the human S1P3 receptor; inhibition, % at 4.98 µM; CHO S1P3 NFAT-BLA reporter, FRET fluorescence, antagonist mode; 170,000 compounds, 0.27% hits; Q99500;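 active = inhibition above the plate cutoff, the mean inhibition of test wells on that plate plus 3 SD, cut at about 28% in these data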;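 note: cells challenged with S1P at its EC80 of 0.8 µM; blue over green emission ratio from cleaved BLA substrate after 4 h stimulation; 0% = S1P-stimulated wells and 100% = unstimulated DMSO-only wells; some compounds past the cut are filed as inactive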
Target sequence (Q99500 whole entry, looked up): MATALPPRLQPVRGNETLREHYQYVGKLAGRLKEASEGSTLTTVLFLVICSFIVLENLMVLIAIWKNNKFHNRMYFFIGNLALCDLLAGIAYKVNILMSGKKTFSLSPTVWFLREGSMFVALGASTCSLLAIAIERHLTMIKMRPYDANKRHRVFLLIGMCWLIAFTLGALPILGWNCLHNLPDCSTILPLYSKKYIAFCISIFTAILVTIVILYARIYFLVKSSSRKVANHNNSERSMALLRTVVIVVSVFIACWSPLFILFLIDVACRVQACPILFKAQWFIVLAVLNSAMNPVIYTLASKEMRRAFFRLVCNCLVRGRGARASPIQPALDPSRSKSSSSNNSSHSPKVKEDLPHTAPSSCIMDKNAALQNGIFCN
RAM inhibit: inhibitors of the yeast RAM network; S. cerevisiae dse1pr::URA3 reporter, 5-FOA growth OD615, 2 d; analog-sensitive cbk1-as2 kinase mutant strain; inhibition, % at 50 µM; 190,000 compounds, 1.8% hits; AID 868;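 active = inhibition above a set limit, 3 SD over mean compound inhibition, cut at about 8.4% in these data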;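 note: 0% = DMSO-only wells with no growth and 100% = 10 µM 1-NA-PP1 full growth; inhibition rescues growth on 5-FOA so higher OD means more RAM inhibition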
ROMK mod: human ROMK K+ channel modulation, primary screen. AID 1918. 130,000 compounds, 2% hits. P48048. Tet-inducible ROMK, thallium flux fluorescence; actives lie on both sides. B-score at 10 µM;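 active = signal ratio slope over the read window, or its plate-corrected B-score, at least 3 SD from the plate mean, either direction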;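 note: B-score of the F/F0 ratio slope over 7 to 12 s after thallium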
Target sequence (P48048 whole entry, looked up): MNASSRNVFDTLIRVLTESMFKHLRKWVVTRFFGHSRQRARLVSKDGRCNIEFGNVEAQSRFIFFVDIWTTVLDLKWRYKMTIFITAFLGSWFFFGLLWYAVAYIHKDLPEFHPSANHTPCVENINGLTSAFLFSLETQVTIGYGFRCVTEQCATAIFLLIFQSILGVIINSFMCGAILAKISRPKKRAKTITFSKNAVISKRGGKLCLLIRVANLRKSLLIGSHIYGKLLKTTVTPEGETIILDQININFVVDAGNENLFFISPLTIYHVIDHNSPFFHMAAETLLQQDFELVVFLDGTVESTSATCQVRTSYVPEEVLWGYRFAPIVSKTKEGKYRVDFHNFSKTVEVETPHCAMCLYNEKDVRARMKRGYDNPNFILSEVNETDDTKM
PPARg SRC-1 ag: agonists of human PPARgamma SRC-1 coactivator recruitment. activation, % at 8 µM. PPARgamma-SRC-1 coactivator recruitment biochemical assay. 200,000 compounds, 0.41% hits. AID 631. P37231; in the data active = activation above about 19%;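 note: 0% = DMSO and 100% = reference agonist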
PPARg SRC2 recr: PPARgamma-driven SRC-2 recruitment agonism | P37231 | PPARgamma LBD-SRC-2 recruitment, biochemical | activation, % at 8 µM | 200,000 compounds, 0.34% hits | AID 1032; in the data active = activation above about 22%;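 note: 0% = vehicle and 100% = reference agonist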
STAT3 act: activators of IL-6 induced STAT3 signaling; U3A cells, IL-6 STAT3-luciferase reporter, luminescence; 100% = signal with IL-6 EC80 alone; activation (% of control), % at 5.6 µM; 190,000 compounds, 0.91% hits;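 active = activation above the screen-wide mean of compound activation plus 3 SD, cut at about 130% in these data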;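 note: 0% = background luminescence of wells with medium and substrate only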
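Detection: reporter luminescence signal / Assay system: STAT1-lacking human U3A cells, STAT3 luciferase reporter / Incubation: compound pre-incubation 1 h before IL-6, then 6 h stimulation at 37 °C / Control set: IL-6-only high control / Read-out: % activation relative to IL-6 control / Probe or stimulus: Interleukin-6, 33 ng/mL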
STAT1 inh: reduces IFN-gamma driven STAT1 reporter signal | AID 920 | NIH 3T3 STAT1-luciferase reporter, luminescence | 200,000 compounds, 0.35% hits | inhibition, % at 5.5 µM;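 active = inhibition above a set limit, the mean inhibition across all tested compounds plus 3 SD, cut at about 34% in these data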;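 note: 0% = IFN-gamma with DMSO and 100% = IFN-gamma with 300 µM nifuroxazide; values of inactives mirror those of a sister screen read the other way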
Active calls of the source: *; . = not tested or not shown. The order is random; any-hit rate near 5.6%.

nr	SMILES	TLR4 MyD88 comp	SRC2 TRFRET art	PPARg SRC3 recr	STAT3 blocker	S1P3 antagonist	RAM inhibit	ROMK mod	PPARg SRC-1 ag	PPARg SRC2 recr	STAT3 act	STAT1 inh
1	Cc1ccc(C(=O)Oc2ccccc2N2C(=O)C3C4CCC(C4)C3C2=O)cc1 (configuration not stated)	0	1572	3	3	-3	0.7	-0.15	6	-6	100	3
2	Cn1c(=O)c2c(nc(N3CCCCCC3)n2CC(=O)c2ccccc2)n(C)c1=O	-4	1487	8	-1	15	1.5	.	3	11	106	7
3	COc1ccc(C2=NOC(C(=O)Nc3ccc4c(c3)OCO4)C2)cc1OC (configuration not stated)	-8	1856	9	-8	-22	0.8	0.3	2	0	107	4
4	CC(/C=N/NC(=O)Cn1cnc2c1c(=O)n(C)c(=O)n2C)=C\c1ccccc1	-10	1841	4	0	-4	2.6	0.39	4	17	98	-3
5	CCCCn1c(=N)n(CC(O)COc2ccc(C)cc2)c2ccccc21 (configuration not stated)	4	1380	-8	-11	-20	0.2	-7*	-6	-11	111	13
6	Cc1ccc(SC(C)c2nc(-c3cccnc3)no2)cc1 (configuration not stated)	3	1422	0	4	-15	-1.1	-0.43	-2	1	99	-3
7	COCCNC(=S)N1CCN(c2ccc(Cl)cc2)CC1	4	1593	3	15	-2	1.3	-0.27	8	1	90	10
8	CC(C)Cn1cc(C(=O)NCCCN2CCCC2=O)c2c3ccccc3n(C)c2c1=O	3	1728	0	12	19	1.9	0.76	10	8	94	7
9	Cn1c(SC2CCCCC2=O)nnc1-c1ccncc1 (configuration not stated)	6	1781	7	9	.	3.8	.	6	13	95	3
10	COc1ccc(-c2cc(C(=O)NNC(=S)NC(=O)c3c(-c4ccccc4)noc3C)[nH]n2)cc1	-16	1684	3	3	6	7.9	0.22	3	16	106	-13
11	Cc1ccc(S(=O)(=O)N(C)c2ccc(OCC(=O)OCc3c(C)noc3C)cc2)cc1	4	1338	-9	1	15	5.5	.	5	-10	102	-3
12	CC(C)(C)OC(=O)N[C@@H](Cc1c[nH]c2ccccc12)c1nnc(SCC(N)=O)o1	3	1574	1	3	-30	2.0	.	10	10	98	-12
13	N#Cc1c(N)n(CCNC(=O)c2cccs2)c2nc3ccccc3nc12	5	1684	0	28	-20	-0.2	.	-7	7	81	4
14	CO/N=C/c1ccc(N2CCCC2)c([N+](=O)[O-])c1	-1	1695	-3	15	-5	0.6	-0.57	-2	-10	89	-31
15	O=C(Nc1ccccc1Cl)OCc1cncs1	-8	1557	6	30	-17	1.0	-1.5	-1	5	80	-12
16	CN1CCN(S(=O)(=O)c2ccc(NC(=S)NC(=O)C3CCCC3)cc2)CC1	-8	1381	5	2	-5	2.0	-0.26	11	1	103	-1
17	Cc1cccc(Nc2nc(N)nc(CN3CCN(C)CC3)n2)c1	7	1447	3	-9	-30	-0.8	0.21	4	2	109	-1
18	CCOc1cc2[nH]c(=O)n(CCC(=O)NCCc3ccccc3)c(=O)c2cc1OCC	6	1362	-1	-9	-36	3.0	1.2	8	3	108	5
19	O=C(CN(C1CCCCC1)S(=O)(=O)c1ccccc1)N1CCCC1	-3	1603	5	11	.	0.9	.	-5	5	94	1
20	CCOc1nc(-c2ccccc2O)nc2ccccc12	5	1459	10	-1	-16	0.7	0.15	2	4	103	-1

New compounds follow.
nr	SMILES	TLR4 MyD88 comp	SRC2 TRFRET art	PPARg SRC3 recr	STAT3 blocker	S1P3 antagonist	RAM inhibit	ROMK mod	PPARg SRC-1 ag	PPARg SRC2 recr	STAT3 act	STAT1 inh
21	CCCn1c(SCC(=O)NC)nnc1C(C)C	4	1622	9	7	0	0.4	.	10	5	98	-10
22	COc1ccc(/C=N/NC(=O)c2cc(O)c(O)c(O)c2)cc1Cn1cc([N+](=O)[O-])cn1	5	1585	4	-3	-17	1.7	1.3	7	6	106	0
23	CCN1CCN(C(=O)c2nn(-c3ccccc3)c(=O)c3ccccc23)CC1	5	1594	-7	5	.	1.1	.	5	4	98	-1
24	O=c1c(-c2cccc3ccccc23)[n+]([O-])c2ccccc2n1O	1	1375	3	-12	.	-0.8	.	5	-6	112	1
25	COc1ccccc1-c1nc(S(=O)(=O)c2ccc(Cl)cc2)c(N(C)C)o1	0	1536	10	1	-15	-0.8	0.79	0	-6	103	-5
26	Cc1cc(-c2n[nH]c(=S)n2Cc2ccco2)nn1C	7	1697	1	5	11	0.6	.	6	-2	95	-8
27	O=C(COC(=O)c1ccccc1Oc1ccccc1)NC1CCS(=O)(=O)C1 (configuration not stated)	6	1479	-1	2	-3	-0.1	.	11	10	101	-2
28	Cc1cc(C)cc(N(C(=O)C2CCCC2)C2C=CS(=O)(=O)C2)c1 (configuration not stated)	-2	1529	16	13	-28	-0.3	-0.017	6	5	95	1
29	Cc1ccc(C)c(S(=O)(=O)Nc2cc(SCC(=O)O)c(O)c3ccccc23)c1	-23	1625	-2	-56	-1	5.0	0.12	5	2	143*	7
30	O=[N+]([O-])c1cc(S(=O)(=O)N2CCCC2)ccc1N/N=C1/CCCc2ccccc21	-5	1660	5	-2	-13	3.8	0.82	8	1	105	-11
31	COC(=O)C1Sc2[nH]c(=O)sc2C2c3ccccc3OC(=O)C12 (configuration not stated)	5	1635	24	8	-14	2.5	.	6	3	96	5
32	CC1=CC(=O)C(C(C)C)=C/C1=N\OC(=O)c1cccc2nc(C)oc12	-8	1582	3	-3	-12	2.4	.	-1	1	102	2
33	Cc1ccc(CNC(=O)c2c(C)cc(=O)oc2C)cc1	1	1522	-6	3	.	1.2	.	4	3	101	4
34	COc1cc(/C=N/N2C(=O)CSC2=S)cc(Br)c1O	-8	1590	5	0	-22	0.1	0.3	10	5	102	8
35	CCc1cccc(NC(=O)Cn2cccc2)c1	-1	1697	5	8	16	1.3	-0.028	7	10	96	1
36	Cc1cc(C(C)C)n2c(nc3ccccc32)c1C#N	-16	1399	-2	16	-5	2.7	0.027	2	-4	87	2
37	CC(=O)Nc1cccc(C(=O)OCc2ccc([N+](=O)[O-])cc2)c1	-7	1559	-2	-4	-16	1.3	-0.34	6	6	108	-12
38	Cn1c(SCc2cccc3ccccc23)nnc1-c1ccco1	4	1467	2	30	-26	0.7	-1	6	-2	77	1
39	CCOC(=O)Cn1c(=O)oc2cc(S(=O)(=O)N3CCN(c4ccccn4)CC3)ccc21	-4	1599	2	3	-32	4.0	.	-1	13	105	3
40	CSc1nnc(-c2ccc(O)cc2)n1C	3	1428	-6	-6	-5	0.3	0.024	5	2	108	16

(cont.)
nr	SMILES	TLR4 MyD88 comp	SRC2 TRFRET art	PPARg SRC3 recr	STAT3 blocker	S1P3 antagonist	RAM inhibit	ROMK mod	PPARg SRC-1 ag	PPARg SRC2 recr	STAT3 act	STAT1 inh
41	O=C(c1ccc(Br)o1)N(c1ccccn1)C1CCCCC1	-24	1591	3	1	1	0.0	.	2	-8	101	1
42	O=Cc1ccc(-c2ccccc2C(=O)O)o1	-9	1542	3	-10	-11	1.8	0.44	0	3	111	-9
43	O=C(NCCCN1CCCC1=O)c1ccc(OC(F)(F)F)cc1	6	1513	-2	4	-22	0.6	0.8	-4	-9	103	-8
44	COc1ccccc1C(=O)NCCn1cc(SCC(=O)NCc2ccco2)c2ccccc21	-10	1576	7	4	-8	1.1	-0.54	-1	1	100	1
45	COCCCn1cnc2c(c1=O)c1nc3ccccc3nc1n2CCc1ccccc1	9	1452	10	29	.	1.6	-3.1	10	3	78	5
46	COc1nc(C#N)nc(N(C)C)n1	20	1436	3	8	-3	2.2	0.083	0	7	97	8
47	O=C(c1cc(COc2ccc(F)cc2Cl)on1)N1CCCC(OCc2cccnc2)C1 (configuration not stated)	-3	2120*	4	9	1	0.8	0.014	4	40*	96	0
48	Cc1onc(-c2ccccc2Cl)c1C(=O)Nc1ccccc1N1CCOCC1	9	1700	13	10	.	-0.5	1.1	3	11	96	4
49	O=[N+]([O-])c1ccc(NCCCNS(=O)(=O)c2ccccc2)cc1	-12	1455	-3	10	7	1.4	-2.4	5	-9	99	8
50	COc1ccc(NC(=S)N2CCCN(Cc3cc(C)ccc3C)C2)cc1	11	1551	8	12	3	0.4	-0.68	1	-1	99	5
51	CC(C)CCSc1nc(N)c(C#N)cc1C#N	4	2957*	-2	-6	-1	4.2	.	11	16	111	-3
52	CC(=O)N/C(=C/c1ccc(OS(=O)(=O)c2ccc(C)cc2)cc1)C(=O)NCCO	-6	1342	3	0	0	2.4	0.44	1	-7	102	4
53	Cc1nnc2sc(SCC(=O)Nc3ccc(Cl)cc3)nn2c1=O	-7	1504	6	10	-1	3.1	-0.035	1	9	96	-8
54	CCOC(=O)C(=O)N(Nc1ccccc1C)c1ccccc1C	-2	1450	1	9	-21	1.4	0.79	-5	7	96	8
55	CC(C)CCNC(=O)COc1ccc(C(=O)c2ccccc2)cc1	-1	1630	10	12	-5	0.0	-2	6	11	94	11
56	CSc1ccccc1NC(=O)c1ccc(C)o1	-1	1710	4	18	8	2.0	.	8	4	89	0
